# Tb PYK inh – blocks Trypanosoma brucei pyruvate kinase | TbPYK enzyme, Kinase-Glo Plus ATP luminescence, 45 min | Potency, µM (series often up to 76.8 µM), for the others: top-dose activity, negative = inhibition, most hits filed as inhibitors | 410,000 compounds, 0.12% hits; active = well fitted inhibition curve with a large enough effect; inconclusive = small, poorly fitted or top-dose-only effect; also: nearly all actives have a fitted effect of over 50% in size
#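 In this concentration-response screen, enzyme-free wells defined baseline while DMSO plates tracked drift. Each reaction combined TbPYK, substrate, compound and 130 uM ADP for 45 min at room temperature. Kinase-Glo Plus luminescence gave the signal.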
# * marks the source's active call; other numbers are inactive results; ? = inconclusive; [ ] = remark or other dose. % is scaled to controls: 0 for no effect and ±100 for the full control effect; potency is read from the fitted curve at half-maximal effect. Only part of the results is shown; rates above refer to the full screens.
SMILES,Tb PYK inh
COc1ccc(C2CC(=O)c3c([nH]c(C(=O)OCCOc4ccccc4)c3C)C2)cc1OC (stereo not given),4.1%
CCOc1ccc(CCNC(=O)c2ccc(Nc3nc4ccccc4n4nnnc34)cc2)cc1OCC,1.4%
CCN(CC)C(=O)C1CCCN(c2ncnc3c2c(-c2ccccc2)cn3-c2cccc(C)c2)C1 (stereo not given),4.3%
O=C(Nc1ccc2oc(-c3cccc(F)c3)nc2c1)c1ccc2ccccc2c1,-0.7%
Clc1ccc(-c2csc(=Nc3ccccc3)n2Cc2ccc3c(c2)OCO3)cc1,6.1%
Cc1cccc(Cn2c(=O)n(CCCC(=O)NCc3ccccc3Cl)c(=O)c3ccccc32)c1,6.3%
CCc1ccc(-n2c(SCc3cccc(F)c3)nc3[nH]ncc3c2=O)cc1,2.1%
Cc1ccc(-c2nc3scc(CCNS(=O)(=O)c4ccc(F)c(C)c4)n3n2)cc1,-13.0%
COc1ccc(Cl)cc1C(=O)NCC(c1ccc(N(C)C)cc1)N1CCOCC1 (stereo not given),-1.0%
CCCOc1ccc(/C=C/C(=O)Nc2sc(C)c(C)c2C(=O)OCC)cc1OC,?
COc1ccc(OCC(=O)Nc2nc(-c3ccc(Br)cc3)ns2)cc1,-3.8%
Cc1cc(C)cc(NC(=O)CCS(=O)(=O)c2cccc3nsnc23)c1,-3.1%
CCOc1ccc(-c2nonc2NC(=O)c2ccc(C)cc2)cc1OCC,0.6%
CC(=O)c1ccc(NC(=O)c2nc(-c3ccccc3)n(-c3ccccc3)n2)cc1,-5.5%
CN(CC(=O)NCc1ccc(Cl)cc1)S(=O)(=O)c1ccc2[nH]c3c(c2c1)CCCC3,-0.8%

# A few values from the results shown:
# COc1ccc(Cl)cc1C(=O)NCC(c1ccc(N(C)C)cc1)N1CCOCC1 (stereo not given) | Tb PYK inh: -1.0%
# Cc1cc(C)cc(NC(=O)CCS(=O)(=O)c2cccc3nsnc23)c1 | Tb PYK inh: -3.1%
# COc1ccc(C2CC(=O)c3c([nH]c(C(=O)OCCOc4ccccc4)c3C)C2)cc1OC (stereo not given) | Tb PYK inh: 4.1%
# CN(CC(=O)NCc1ccc(Cl)cc1)S(=O)(=O)c1ccc2[nH]c3c(c2c1)CCCC3 | Tb PYK inh: -0.8%

# More records follow:
SMILES,Tb PYK inh
CCOC(=O)c1nc(NCc2ccc(Cl)cc2)c2c(C)noc2n1,0.8%
Cc1ccc(OCc2nc(-c3ccc(C(=O)N4CCN(c5cc(Cl)ccc5C)CC4)cc3)oc2C)cc1,-8.5%
NS(=O)(=O)c1ccc(NC(=O)c2csnn2)cc1,-17.5%
CCCC(=O)Nc1ccc2oc(-c3ccc(O)c(Br)c3)nc2c1,0.5%
CCCn1c(SCc2nc(-c3ccccc3OCC)no2)nnc1-c1ccc(Cl)cc1,3.3%
Cc1cc2oc(C(=O)Nc3cccc(-c4nc5ccccc5o4)c3)c(C)c2cc1C,1.3%
CCCSCCCNC(=O)C1CCN(C(=O)c2cc3sccc3n2C)CC1,2.7%
CCOC(=O)c1sc(NC(=O)C(C)Oc2ccc(OC)cc2)c(C(=O)OCC)c1C (stereo not given),-6.0%
Cc1ccc(-n2nc3c(=O)n(CCCC(=O)NC(C)c4ccccc4)nc(C)c3c2C)cc1 (stereo not given),-6.5%
O=c1c2cnn(-c3ccc(F)cc3)c2ncn1Cc1ccccc1Cl,-5.4%
Cc1oc2ncn(CC(C)C)c(=O)c2c1C(=O)N1CCN(c2ccc(F)cc2)CC1,0.0%
CCc1ccc(S(=O)(=O)Nc2cc3c(C(=O)OCc4ccccc4)c(C)oc3c3ccccc23)cc1,0.0%
CCc1ccc(CNC(=O)Cn2c(-c3cccs3)cc3cc(F)ccc32)cc1,2.8%
CC(C)(C)c1cc(NC(=O)Nc2ccc(-c3cn4c(n3)sc3cc(OCCN5CCOCC5)ccc34)cc2)no1,0.5%
COc1ccc(Cn2c(CO)cnc2SCC(=O)Nc2ccc3c(c2)OCCO3)cc1,-9.9%

# Entries from the list above with an NH in an aromatic ring, in the order listed:
SMILES,Tb PYK inh
COc1ccc(C2CC(=O)c3c([nH]c(C(=O)OCCOc4ccccc4)c3C)C2)cc1OC (stereo not given),4.1%
CCc1ccc(-n2c(SCc3cccc(F)c3)nc3[nH]ncc3c2=O)cc1,2.1%
CN(CC(=O)NCc1ccc(Cl)cc1)S(=O)(=O)c1ccc2[nH]c3c(c2c1)CCCC3,-0.8%

# 3 entries from above, sorted by heavy-atom count, rising:
SMILES,Tb PYK inh
CCCC(=O)Nc1ccc2oc(-c3ccc(O)c(Br)c3)nc2c1,0.5%
O=c1c2cnn(-c3ccc(F)cc3)c2ncn1Cc1ccccc1Cl,-5.4%
Cc1ccc(OCc2nc(-c3ccc(C(=O)N4CCN(c5cc(Cl)ccc5C)CC4)cc3)oc2C)cc1,-8.5%

# Quoted from above, 2 compounds:
SMILES,Tb PYK inh
CCOC(=O)c1nc(NCc2ccc(Cl)cc2)c2c(C)noc2n1,0.8%
Cc1ccc(OCc2nc(-c3ccc(C(=O)N4CCN(c5cc(Cl)ccc5C)CC4)cc3)oc2C)cc1,-8.5%

# Following part:
SMILES,Tb PYK inh
COc1cccc2c1cc1c(=O)n(CC(=O)N3CCN(c4ccc(F)cc4)CC3)nc(C)n12,-8.6%
O=C(NCc1cccs1)c1nn(-c2ccccc2F)nc1CO,-0.7%
COc1ccccc1CNc1ccc(-c2nc(-c3ccccn3)no2)cc1[N+](=O)[O-],0.9%
COC(=O)c1ccc(NC(=O)CSc2nc3ccc(OC)cc3[nH]2)cc1,-5.6%
Cc1ccc(-c2nc3cccnc3s2)cc1NC(=O)C(C)C,-5.5%
COc1cccc(CNC(=O)c2ccc3c(c2)c(C)c(C)n3Cc2ccccc2)c1,0.5%[15.4 µM]
CCOc1ccc(CCNC(=O)c2c(C)oc3ncn(CC(C)C)c(=O)c23)cc1OCC,-1.9%
CCN(CC)CCNC(=O)C1CCN(c2cc(C)nc3c(-c4ccc(Cl)cc4)c(C)nn23)CC1,6.6%
Cc1ccc(-c2nc3cc(NC(=O)Cc4ccc(Cl)cc4)ccc3o2)cc1,1.4%
O=C(c1csnn1)N1CCC2(CCCN(c3ccccc3)C2)CC1,-7.5%
COC(=O)c1ccccc1NS(=O)(=O)c1ccc2c(c1)CCCN2C(C)=O,0.1%
COc1ccc(C2C(C(=O)Nc3ccccc3)=C(C)Nc3nc(-c4ccccc4)nn32)c(OC)c1 (stereo not given),-4.7%
Cc1ccc(NC(=O)NCc2c(-n3cccc3)sc3c2CCCC3)c(Cl)c1,-3.8%
COc1ccc(C2NC(=O)NC(C)=C2C(=O)Nc2ccccc2)cc1OC (stereo not given),2.7%
Cc1ccc(C)c(Nc2ncnc3onc(C)c23)c1,3.9%
O=C(NCCOCCO)C(=O)Nc1c2c(nn1-c1ccc(F)cc1)CSC2,-1.0%
CCOc1ccc(CCNC(=O)Cn2nnc(-c3ccc(OC)c(OC)c3)n2)cc1OCC,4.7%
CC1=C(C(=O)Nc2ccc(C)cc2C)C(c2cccs2)n2nc(SCc3cccc(C)c3)nc2N1 (stereo not given),4.1%
CC(=O)c1cc(-c2ccc(F)cc2)n(CCC(=O)NCc2ccc(C)cc2)c1C,1.4%[15.4 µM]
Cc1ccc(-n2ncc3c(Nc4ccc5c(c4)OCCO5)ncnc32)cc1C,-19.0%
CCc1ccc(-c2nc(SCC(=O)NCC3CCCO3)c(-c3ccc(C)cc3)[nH]2)cc1 (stereo not given),-0.1%
COc1ccc(NC(=O)c2cnc(N3CCOCC3)c3ccccc23)cc1OC,4.4%
Cc1cccc(S(=O)(=O)c2cn(C)c3cc(N4CCC(C)CC4)c(F)cc3c2=O)c1,0.4%
Cc1c(C(=O)NC(C)c2ccccc2)sc2nc3n(c(=O)c12)CCCC3 (stereo not given),-6.8%
CCOC(=O)c1c(C)[nH]c(C)c1S(=O)(=O)N1CCCC(C(=O)NCc2cccc(OC)c2)C1 (stereo not given),-1.4%
Cc1cc(F)ccc1NC(=O)CCS(=O)(=O)c1ccc2c(c1)NC(=O)CO2,3.7%
CC(Oc1ccc(F)cc1)C(=O)N1CCC(c2nc3ccccc3s2)CC1 (stereo not given),-0.8%
CCn1cc(S(=O)(=O)c2cccc(Cl)c2)c(=O)c2cc(F)c(N3CCN(c4ccccc4)CC3)cc21,-4.6%
CCC(C(=O)OCc1cc(=O)n2nc(CCOC)sc2n1)c1ccccc1 (stereo not given),-1.9%
COc1cc2c(=O)n(Cc3ccccc3Cl)c(=O)n(CC(=O)Nc3ccc(C)c(C)c3)c2cc1OC,3.4%
CCCc1nc(SC)ncc1C(=O)Nc1ccc(Cl)cc1C(=O)c1ccccc1,3.9%
Cc1cc(C)cc(NC(=O)C2CCCN(c3nnc(C)c4c(C)n(-c5ccccc5)nc34)C2)c1 (stereo not given),-0.4%
CCc1ccccc1NC(=O)c1cc(S(=O)(=O)NCCc2ccc(OC)c(OC)c2)ccc1F,12.2%
CC(C)(C)OC(=O)N1CCC(c2c(C(=O)N3CCN(c4ccccc4F)CC3)cnn2C(C)(C)C)CC1,3.0%
CC(C)OC(=O)c1ccc(NC(=O)CSc2nc(-c3cccs3)cc(C(F)(F)F)n2)cc1,1.3%
COC(=O)C1=C(c2ccccc2)c2ccccc2S(=O)(=O)N1CC(=O)Nc1ccc(F)c(F)c1,-3.9%
Cc1cn2c(=O)c(S(=O)(=O)NCCc3ccc(Cl)cc3)c(C)nc2s1,-0.2%
CCN(CC)S(=O)(=O)c1ccc2c(c1)c(=O)c(C(=O)N1CCN(c3cccc(C)c3)C(C)C1)cn2C (stereo not given),4.6%
Cc1ccccc1Cn1nnc2sc3c(c2c1=O)CCCC3,3.5%
COc1ccc(-n2nc(C(=O)Nc3ccc(Cl)cn3)c3c4ccccc4n(C)c3c2=O)cc1Cl,8.1%
COC(=O)c1ccc(C(=O)OC)c(NC(=O)c2c(-c3ccccc3)c(-c3ccccc3)nn(C)c2=O)c1,-0.8%
O=C(Cc1ccccc1)NC1CC(=O)N(c2ccccc2)C1 (stereo not given),-4.6%
Cc1ccc(NC(=O)NCCOCCn2c(=O)oc3ccccc32)cc1C,-6.9%
COc1ccc(CNC(=O)C(=O)NCC(c2ccco2)S(=O)(=O)c2ccc(Cl)cc2)cc1 (stereo not given),5.0%
COc1cccc(CNC(=O)CCCN2C(=O)CSc3c2c(C)nn3-c2ccccc2)c1,-1.6%
Cc1ccc(S(=O)(=O)C(CNS(=O)(=O)c2ccc(F)c(C)c2)c2cccs2)cc1 (stereo not given),-8.8%
CCOc1ccc(-n2ccnc2SCC(=O)Nc2cccc3ccccc23)cc1,-13.0%
COc1cccc(C(c2sc3nc(-c4ccco4)nn3c2O)N2CCC(O)CC2)c1 (stereo not given),-17.1%
CC[N+]1(CC)CCC(=C(c2ccccc2)c2ccccc2)C1C (stereo not given),3.9%
COc1c(C)cc(S(=O)(=O)NCCc2c(C)[nH]c3ccccc23)c(C)c1C,0.6%
O=C(c1ccc2c(Cl)c3c(nc2c1)CCCC3)N1CCN(c2cccc(Cl)c2)CC1,5.9%
Cc1cc(C)cc(-n2c(SCC(=O)N3CCCCC3)nc3c([nH]c4ccccc43)c2=O)c1,0.6%
Cc1ccc(NC(=O)Cn2c(=O)n(CCCCC(=O)NCCc3ccc(Cl)cc3)c(=O)c3ccccc32)cc1,-5.7%
Cc1oc2ncn(C)c(=O)c2c1C(=O)NCCCN1CCCCC1C (stereo not given),-1.6%
CCCCN(CC)C(=O)CCNS(=O)(=O)c1ccc2c(c1)c(=O)n(C)c(=O)n2C,3.3%
O=C(NCCc1ccccc1)c1cc(Sc2ccc(F)cc2F)nc2ccccc12,4.9%
CCN(Cc1ccccc1)Cc1c(O)ccc2c(=O)c(-c3ccccc3Cl)coc12,1.4%
Cc1cc(Nc2ccc(Cl)cc2)n2cnnc2n1,-6.6%
COc1ccc(C)cc1NC(=O)C1COc2ccccc2C1 (stereo not given),-8.6%
COc1ccccc1CNC(=O)Cn1cc2c(n1)-c1c(oc(C(=O)N3CCOCC3)c1C)CC2,-1.7%

# (next part)
SMILES,Tb PYK inh
O=[N+]([O-])c1c(Cl)c(Cl)cc(Cl)c1Cl,-6.5%[157 µM]
Cc1ccc(-c2c(C(=O)N3CCN(c4cccc(C)c4C)CC3)oc(=O)c3ccccc23)cc1,0.9%
CCOc1ccc(N2CC(NC(=O)c3ccc(Cl)cc3)CC2=O)cc1 (stereo not given),-12.1%
O=C(OCc1cc(=O)n2nc(-c3cccs3)sc2n1)c1ccc(Cl)cc1,-4.9%
Cc1nc(-c2ccc(F)cc2)sc1CCNC(=O)C(=O)Nc1ccc2c(c1)OCO2,0.0%
COC(=O)c1cc2sccc2n1Cc1c(C)cc(C)cc1C,-0.7%
CCOc1ccc(CNS(=O)(=O)c2ccc(-c3coc(C)n3)cc2)cc1OC,-5.8%
Cc1ccc(-c2c(C(=O)Nc3ccccc3F)oc(=O)c3ccccc23)cc1,-5.7%
Cc1ccc(-c2nnc3ccccc3c2C(=O)Nc2ccc(C)c(F)c2)cc1,0.6%[15.4 µM]
COc1ccccc1NC(=O)c1sc2ncn(Cc3ccccc3Cl)c(=O)c2c1C,-1.8%
COc1ccccc1CNC(=O)c1cc2cc(C)ccc2n1C,-7.8%
COCCNc1ccc(-c2nc(-c3ccncc3)no2)cc1[N+](=O)[O-],7.0%
Cc1cc(C)cc(OCC(=O)Nc2ccc(-c3nc4ccccc4o3)cc2)c1,-8.8%
Cc1nc(SCC(=O)Nc2ccccc2F)[nH]c(=O)c1Cc1ccccc1,4.4%
Cc1cc(C)cc(C(=O)N2CC(=O)Nc3ccc(C)cc3C2c2ccccc2)c1 (stereo not given),-5.0%
CCc1ccc(NC(=O)CSc2ncc(S(=O)(=O)c3cc(C)ccc3C)c(=O)[nH]2)cc1,2.4%
O=C(NCc1ccc(F)cc1)c1cc(Sc2ccc(F)cc2F)nc2ccccc12,-4.7%
Cc1ccc2c(c1)c1c(c(=O)n(Cc3ccccc3)c(=O)n1Cc1cccc(C(F)(F)F)c1)n2C,4.8%
CCC[C@]1(CCc2ccccc2)CC(O)=C([C@H](CC)c2cccc(NS(=O)(=O)c3ccc(C(F)(F)F)cn3)c2)C(=O)O1,3.7%
